eIF2B yeast act: GCN4-lacZ reporter reduction in eIF2B-epsilon mutant yeast, primary screen, S. cerevisiae, eIF2B-epsilon R284H, Beta-Glo luminescence | inhibition, % at 25 µM (by protocol) | 0.91% of 27,000 active | AID 688, 2007;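 active = mutant luminescence inhibited past about 50% while wild type luminescence and mutant growth stay under set limits, limit read from the data; inconclusive = mutant versus wild type luminescence inhibition gap past a set limit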; also: some compounds called inactive have numbers as strong as hits
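System: Yeast eIF2B-epsilon R284H mutant carrying GCN4–beta-galactosidase fusion | Read-out basis: Percent inhibition, luminescence and growth | Compound: 25 µM single dose | Times: 16 h at 30 °C exposure | Measured by: Luminescence and A595 | Buffer or medium: YPD medium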
Yeast tox: yeast growth toxicity, wild-type and mutant, primary screen, cytotoxicity control for eIF2B function restoration project, wild-type and eIF2Bepsilon R284H mutant, A595; growth inhibition, % at 25 µM (by protocol); S. cerevisiae wild-type growth, A595 turbidity, 16 h; 0.3% of 30,000 active;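 active = mutant and wild-type yeast strains alike exhibit over 30% growth inhibition; inconclusive = a strain exceeds 50% while the second remains under 30%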;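 also: 0% = untreated cell controls and 100% = YPD media blanks without cells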
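System – wild-type and eIF2Bepsilon-R284H mutant S. cerevisiae, screened separately · Measured by – absorbance at 595 nm (turbidity) · Timing – 16 h compound exposure during growth at 30 °C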
Yeast tox inhibition %: second read-out of Yeast tox, no call of its own (marks repeat the call); growth inhibition, %; S. cerevisiae eIF2Bepsilon-R284H mutant growth, A595 turbidity, 16 h;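 each compound tested once at 25 µM; 0% equals untreated cells and 100% equals cell-free medium blanks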
eIF2B yeast act mutant toxicity: second read-out of eIF2B yeast act, no call of its own (marks repeat the call); growth inhibition, %; measured here: mutant yeast growth, toxicity;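 each compound tested once at 25 µM; zero equals untreated control growth and 100 equals blank medium absorbance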
Starred values were filed as active, the others as inactive; ? = inconclusive; . = not tested or not shown. A portion of the library. The share of hits here may be higher or lower than overall.

The opening 12 compounds, ahead of the listing:
SMILES	eIF2B yeast act	eIF2B yeast act mutant toxicity	Yeast tox	Yeast tox inhibition %
CCOc1ccc2nc(NCCCNS(=O)(=O)c3ccc(C)cc3)c(C#N)cc2c1	27.3	-10.0	-28.2	-10.0
CCOCCCN1C(=O)CN(C2CCCCCC2)C(=O)C1c1ccc(OC)cc1 (stereo unspecified)	23.1	-43.5	6.3	-43.5
CC(NS(=O)(=O)c1ccccc1)C(=O)Nc1nccs1 (stereo unspecified)	17.5	-13.6	9.4	-13.6
c1ccc(Oc2cccc(OCCCn3cncn3)c2)cc1	12.5	21.7	13.6	21.7
O=C(N/C(=N\O)c1ccccc1)Nc1ccc(Cl)cc1	10.5	12.5	14.0	12.5
Cc1ccccc1NC(=O)Cn1nnc(-c2ccc(N3CCOCC3)cc2)n1	15.6	-12.5	-9.7	-12.5
Cc1ccccc1C(=O)Nc1nc2n(n1)C(c1ccccc1)CC(=O)N2 (stereo unspecified)	19.0	-10.0	-53.1	-10.0
Cc1nc2c(=O)n(C)c(=O)[nH]c2n1Cc1ccccc1	-28.9	.	.	.
CCN1CCN(S(=O)(=O)c2ccc3ccccc3c2)CC1	.	.	9.0	2.3
O=C(O)C1CCCCC1C(=O)Nc1cccc(Cl)c1Cl (stereo unspecified)	.	.	1.1	16.7
Cc1csc(NC(=O)CSc2nnc(CCNC(=O)c3ccc(Cl)c(Cl)c3)n2C)n1	.	.	-48.5	-15.4
COCCOC(=O)C1=C(C)NC2=C(C(=O)CC(C)(C)C2)C1c1cc2c(cc1Br)OCO2 (stereo unspecified)	6.5	9.7	0.6	9.7

The list itself, from the first entry:
SMILES	eIF2B yeast act	eIF2B yeast act mutant toxicity	Yeast tox	Yeast tox inhibition %
CCOc1ccc2nc(NCCCNS(=O)(=O)c3ccc(C)cc3)c(C#N)cc2c1	27.3	-10.0	-28.2	-10.0
CCOCCCN1C(=O)CN(C2CCCCCC2)C(=O)C1c1ccc(OC)cc1 (stereo unspecified)	23.1	-43.5	6.3	-43.5
CC(NS(=O)(=O)c1ccccc1)C(=O)Nc1nccs1 (stereo unspecified)	17.5	-13.6	9.4	-13.6
c1ccc(Oc2cccc(OCCCn3cncn3)c2)cc1	12.5	21.7	13.6	21.7
O=C(N/C(=N\O)c1ccccc1)Nc1ccc(Cl)cc1	10.5	12.5	14.0	12.5
Cc1ccccc1NC(=O)Cn1nnc(-c2ccc(N3CCOCC3)cc2)n1	15.6	-12.5	-9.7	-12.5
Cc1ccccc1C(=O)Nc1nc2n(n1)C(c1ccccc1)CC(=O)N2 (stereo unspecified)	19.0	-10.0	-53.1	-10.0
Cc1nc2c(=O)n(C)c(=O)[nH]c2n1Cc1ccccc1	-28.9	.	.	.
CCN1CCN(S(=O)(=O)c2ccc3ccccc3c2)CC1	.	.	9.0	2.3
O=C(O)C1CCCCC1C(=O)Nc1cccc(Cl)c1Cl (stereo unspecified)	.	.	1.1	16.7
Cc1csc(NC(=O)CSc2nnc(CCNC(=O)c3ccc(Cl)c(Cl)c3)n2C)n1	.	.	-48.5	-15.4
COCCOC(=O)C1=C(C)NC2=C(C(=O)CC(C)(C)C2)C1c1cc2c(cc1Br)OCO2 (stereo unspecified)	6.5	9.7	0.6	9.7
CSc1ccc(S(=O)(=O)NC2CCCCCC2)cc1	23.6	16.1	17.0	16.1
Cc1ccc(-n2ncc3c(NCc4ccc5c(c4)OCO5)ncnc32)c(C)c1	1.8	.	.	.
Cc1cccc(CC2CC(=O)N(c3ncccn3)C2=O)c1 (stereo unspecified)	19.6	-6.5	15.1	-6.5
CCCC(=O)Nc1ccc(NC(=O)c2ccco2)cn1	7.4	.	0.0	0.0
CC(C)n1c2ccccc2c2nc3ccccc3nc21	43.0	15.2	-8.6	15.2
COc1ccc(C2C=C(C)Nc3nc(SC)nn32)cc1 (stereo unspecified)	19.9	.	8.8	0.0
O=C(CSc1nnc(-c2ccncc2)n1CC1CCCO1)NCc1ccccc1 (stereo unspecified)	28.5	4.8	-2.5	4.8
CN1C(=O)CC(C(=O)O)SC1=Nc1ccc(F)cc1 (stereo unspecified)	13.4	-6.7	4.6	-6.7
CCCC(=O)N(CCc1ccccc1)Cc1nc2ccccc2c(=O)[nH]1	-3.5	19.0	31.1	19.0
O=c1nc(/C=C/c2cc([N+](=O)[O-])ccc2Cl)cc(C(F)(F)F)[nH]1	3.1	-5.6	2.4	-5.6
Cc1ccc(-n2nc3c(c2NC(=O)c2ccc4c(c2)OCO4)CSC3)c(C)c1	27.3	19.4	10.2	19.4
O=C(NC(=O)c1ccc(Cl)cc1)Nc1cc(N2CCCCC2)ncn1	.	.	12.2	-14.3
Nc1cccc(NC(=O)c2cccs2)c1	19.5	.	-3.1	0.0
The listing continues.
SMILES	eIF2B yeast act	eIF2B yeast act mutant toxicity	Yeast tox	Yeast tox inhibition %
Cc1cc(C(=O)Nc2ccccc2)oc1C	39.7	-42.9	1.1	-42.9
Nc1nnc(SCC(=O)N2CCN(c3cccc(Cl)c3)CC2)n1-c1ccccc1	.	.	-0.4	9.7
COC(=O)c1cc(S(=O)(=O)N2CCOCC2)c(Cl)cc1N1CCOCC1	.	.	20.3	15.2
Cc1nnc(C)n1/N=C/c1ccc2c(c1)OCCO2	6.7	26.3	10.3	26.3
Oc1ccc(Br)cc1-c1cc(-c2ccccc2)n[nH]1	28.2	82.8	80.0*	82.8*
CCOC(=O)C1CCN(S(=O)(=O)c2ccc3c(c2)CCCN3C(C)=O)CC1	17.6	-7.4	8.8	-7.4
Cc1cc(C)nc(SCC(=O)Oc2ccc3oc(=O)cc(C)c3c2)n1	21.7	-3.7	3.4	-3.7
C=CCn1c(C)cc(C(=O)CSc2nc3ccccc3[nH]2)c1C	.	.	-2.9	14.1
O=C(c1cc2cc(Br)ccc2oc1=O)N1CCN(c2ccccn2)CC1	.	.	16.0	-7.4
Cc1ccc(OCC(=O)N2CCN(C(=O)c3cccs3)CC2)cc1	10.6	.	.	.
COc1ccc(-c2cc(C(=O)O)c3c(C)nn(-c4ccccn4)c3n2)cc1	7.2	9.5	-4.0	9.5
Cc1cccc(C(C)C)c1NC(=O)c1cccnc1	-4.9	.	.	.
COc1ccccc1NC(=O)CSc1nnc(CNC(=O)COc2ccc(Cl)cc2)o1	25.4	-9.7	2.3	-9.7
COCCN1CSC(=S)N(Cc2ccco2)C1	16.2	55.2	?	.
COc1ccc(C(=O)OCCN2CCOCC2)cc1	25.2	.	.	.
CCc1ccccc1NC(=O)NC1CCCCC1	40.7	29.7	-2.6	29.7
COc1ccccc1NC(=O)CSc1nnc(C2CCCCC2)n1C	20.1	.	.	.
O=c1c2[nH]c3ccc(Cl)cc3c2ncn1CCN1CCCCC1	29.8	12.9	8.2	12.9
N#Cc1nc(COc2ccc(F)cc2)oc1N1CCCC1	22.3	-4.8	1.4	-4.8
COc1cc(/C=C/c2cc(OC(C)=O)c3ccccc3n2)c(OC(C)=O)c([N+](=O)[O-])c1	27.1	-28.4	-14.6	-28.4
O=C(Nc1c(C(=O)Nc2ccc3c(c2)OCCO3)cnn1-c1ccccc1Cl)c1ccco1	-0.3	3.5	-9.5	3.5
COc1cccc(C(=O)Nc2nnc(C(C)C)s2)c1	17.8	.	.	.
COc1cc(OC)cc(C(=O)n2nc(C)cc2C)c1	9.5	20.8	-8.0	20.8
O=C(CN1CCN(S(=O)(=O)c2ccc(F)cc2)CC1)Nc1ccc2c(c1)OCO2	23.9	12.9	11.7	12.9
CCc1ccc(N(CC(=O)NC)S(C)(=O)=O)cc1	.	.	-8.0	7.4
(next part)
SMILES	eIF2B yeast act	eIF2B yeast act mutant toxicity	Yeast tox	Yeast tox inhibition %
CC1CCN(C(=O)CCCOc2ccc(Cl)cc2)CC1	-37.8	7.7	14.6	7.7
Cc1ccc(Cn2c(SCCN3CCOCC3)nc3c2c(=O)n(C)c(=O)n3C)cc1	33.5	4.3	1.7	4.3
COc1ccc(Br)cc1C(=O)NCc1cccnc1	15.0	-9.1	3.9	-9.1
CC(=O)N1CCN(CC(=O)Nc2c(Cl)cc(Cl)cc2Cl)CC1	20.9	20.7	16.9	20.7
Cc1ccc2c(c1)N(CC(=O)NC1CCC(C)CC1)C(=O)CO2 (stereo unspecified)	46.5	-13.0	-2.1	-13.0
O=C(CSc1nc(-c2ccccc2)cc(C(F)(F)F)n1)N1CCOCC1	-25.8	8.1	21.9	8.1
COc1ccccc1NC(=O)C1CC(=O)OC1c1ccccc1 (stereo unspecified)	13.5	7.4	3.4	7.4
CN1C(=O)NC(c2ccc(O)cc2)C(C(=O)c2cccs2)C1(O)C(F)(F)F (stereo unspecified)	27.6	.	3.3	0.0
COc1cc(OC)nc(NC(=O)CSc2nc3ccccc3o2)n1	-8.1	9.1	-35.2	9.1
CC(=O)/C(C#N)=C1\NC(=O)C(Cc2ccccc2)S1 (stereo unspecified)	19.7	-4.5	10.9	-4.5
CC/C(C)=C1\SC(N2CCN(C(C)=O)CC2)=NC1=O	-10.9	4.0	11.5	4.0
COc1cc2cc(CN(CCO)C(=O)c3cccs3)c(=O)[nH]c2cc1OC	8.2	13.5	7.3	13.5
COc1cc(NC(=O)C2CCCCC2)c(OC)cc1NC(=O)CCC(=O)NCc1ccco1	18.9	.	-1.1	0.0
CCC(OC(=O)c1nsc(Cl)c1Cl)C(=O)NCc1cccs1 (stereo unspecified)	-41.0	7.7	8.9	7.7
COC(=O)[C@H](Cc1ccccc1)NC(=O)N1CCC(C)CC1	.	.	23.9	20.5
Cc1cc(C)nc(N2CCCC(C(=O)Nc3nnc(C(C)C)s3)C2)n1 (stereo unspecified)	.	.	-21.5	-25.8
CCCCOC(=O)n1c(SCC(=O)N(C)C)nc2ccccc21	21.2	.	-0.3	0.0
C=CCc1cc(C)ccc1OCCn1ccnc1	-13.2	8.1	3.5	8.1
CC(C)OCCCNC(=O)c1sc(=S)n(C)c1N	15.8	.	-9.2	0.0
Cc1ccc(-n2c(C)cc(/C=c3/sc4nc5ccccc5n4c3=O)c2C)cc1	15.3	15.6	-16.1	15.6
O=S(=O)(c1ccc(F)cc1)N1CCC(O)(c2ccc3c(c2)OCO3)CC1	-11.3	7.1	?	.
Cc1ccc(C(=O)NCCCN2CCOCC2)cc1N1CCCC1=O	20.0	-4.5	-7.8	-4.5
Cc1ccc2nc(-c3ccc(S(=O)(=O)N4CCOCC4)cc3)cn2c1	-17.8	-57.6	-20.0	-57.6
CCCCOC(=O)C(NC(=O)c1ccccc1)=C(C)C	17.1	5.6	7.7	5.6
Cn1c(CSc2ncccn2)nnc1SCC(=O)N1CCCc2ccccc21	17.8	20.0	7.5	20.0
(listing goes on)
SMILES	eIF2B yeast act	eIF2B yeast act mutant toxicity	Yeast tox	Yeast tox inhibition %
Cc1ccc2ncnc(Nc3ccc(C)c(C)c3)c2c1	17.6	14.7	16.5	14.7
CC1=C(C(=O)N2CCCCCC2)C2(CCC(C)CC2)OC1=O (stereo unspecified)	24.9	-18.2	10.9	-18.2
COC(CNC(=O)c1cccc2c1C(=O)N(Cc1cccnc1)C2)OC	16.5	18.9	9.6	18.9
Cc1cc(S(=O)(=O)N2CCCCCC2)c(Cl)cc1Cl	.	.	7.2	28.2
CS(=O)(=O)N1CCN(c2cccc(Cl)n2)CC1	19.2	18.9	-6.2	18.9
CCN(CC)C(=O)CSc1nnc(CCCCCNC(=O)OC(C)(C)C)o1	7.5	3.7	11.8	3.7
COc1ccc(-c2nnc(SCCC(=O)O)n2-c2ccccc2)cc1	5.1	-9.1	-7.2	-9.1
COc1ccc(CCNC(=O)CN(C)S(=O)(=O)c2cccc3nsnc23)cc1OC	4.8	13.8	8.1	13.8
C=CCn1c(C#N)c(N)sc1=N	23.2	4.5	6.6	4.5
CCOC(=O)c1cc2c(nc1N)CC(C)(CC)OC2 (stereo unspecified)	.	.	19.0	23.1
CC(=O)Nc1ccc2c(c1)ncn2C1CCCCC1	16.2	9.6	20.7	9.6
COc1ccc(N2CCN(S(=O)(=O)/C=C/c3ccccc3)CC2)cc1	-20.4	-9.5	-8.7	-9.5
CCn1c(=S)sc2c(=O)n(-c3ccccc3)c(SCC(=O)NCc3ccco3)nc21	-7.6	55.6	?	.
CCOc1ccc(-c2nnc3ccc(SC)nn23)cc1	1.0	.	11.0	0.0
O=C(NCc1ccco1)c1sc(=S)n2c1[nH]c(=O)c1ccccc12	45.7	-14.8	-6.6	-14.8
Cc1cc(NC(=O)CN2CCCC(C)C2)n(-c2nc3ccccc3s2)n1 (stereo unspecified)	28.3	-42.9	-15.7	-42.9
CCS(=O)(=O)c1nnnn1-c1ccccc1S(C)(=O)=O	-6.0	-32.4	1.3	-32.4
Cc1occc1-c1nnc(SCC(=O)NC2CCCC2)n1-c1ccccc1	-13.2	50.0	?	.
Cc1nc(NC(=O)C23CCC(C)(C(=O)O2)C3(C)C)sc1C (stereo unspecified)	-11.9	-3.0	-6.5	-3.0
COc1ccc(-n2c(SCC(=O)N3CCOCC3)nc(O)c(Cc3ccccc3)c2=O)cc1	14.4	10.8	7.7	10.8
Cn1c(=O)c(Cc2ccccc2)c(O)c2ccccc21	12.6	21.9	12.4	21.9
O=C(CSc1nnnn1C1CCCCC1)Nc1ccc2c(c1)OCO2	16.8	1.9	14.5	1.9
